Bioassay records as filed in PubChem BioAssay.
HADH2 inh: inhibitors of human HADH2 dehydrogenase; Q99714; recombinant HADH2, NADH fluorescence, beta-hydroxybutyryl-CoA; Potency, µM (doses to about 57.1 µM), for the others: top-dose activity change, negative = inhibition, actives largely listed as inhibitors; 73,000 compounds, 3.4% hits; further: potency means the concentration at half of the fitted maximal effect; on the % scale 0 is the no-effect control and ±100 the full control effect; nearly all actives have a fitted effect of over 60% in size; many of its hits are not listed in these tables
Target sequence (Q99714 whole entry, looked up, one chain of several): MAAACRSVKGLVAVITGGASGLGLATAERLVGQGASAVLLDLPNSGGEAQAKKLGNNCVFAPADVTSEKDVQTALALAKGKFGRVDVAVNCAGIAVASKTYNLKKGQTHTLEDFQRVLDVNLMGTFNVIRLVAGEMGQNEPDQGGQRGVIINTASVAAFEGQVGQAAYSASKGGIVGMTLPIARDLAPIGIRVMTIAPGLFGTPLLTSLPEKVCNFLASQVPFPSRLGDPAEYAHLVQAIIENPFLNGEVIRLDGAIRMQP
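His-tagged recombinant enzyme from E. coli, 20 nM, preincubated 15 min RT with compound; reaction started with 1 mM NAD+ and 90 uM beta-hydroxybutyryl-CoA in 100 mM Tris-HCl pH 9.0. NADH fluorescence (ex 360/em 450) read over 4 min; last-minus-first difference.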
Hsp90 Hop PPI: changes Hsp90-Hop TPR2A binding signal, up or down | AlphaScreen TPR2A-His6 binding biotin-Hsp90 C-terminal peptide | 71,000 compounds, 0.44% hits | Potency, µM (doses to about 57 µM), for the others: at the highest dose activity change, negative = inhibition; active means well fitted curve in either direction with a large enough effect; inconclusive means small, poorly fitted or top-dose-only effect, or another doubt; further: potency means the concentration at half of the fitted maximal effect; on the % scale 0 is the no-effect control and ±100 the full control effect; many of its hits are not listed in these tables
15-hLO inh: 15-hLO (ALOX15) enzyme inhibition; 74,000 compounds, 1.4% hits; P16050; Potency, µM (titrated, usually from 57.1 µM), without a hit: top-dose activity change, negative = inhibition, most hits filed as inhibitors; purified 15hLO-1, xylenol orange hydroperoxide absorbance; AID 887; further: potency means the concentration at half of the fitted maximal effect; on the % scale 0 is the no-effect control and ±100 the full control effect; nearly all actives have a fitted effect of over 55% in size
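40 nM 15hLO-1 + cpd, 15 min RT; start w/ 50 uM AA (final), 6 min RT; stop/detect w/ 200 uM XO + 300 uM Fe(II) in 50 mM H2SO4, 30 min; A573/A405. Buffer 25 mM Hepes pH 7.5, 0.01% Triton X-100. No-enzyme wells as negative control.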
FLuc inh: inhibitors of firefly luciferase; purified firefly luciferase, luminescence, 8 min; Potency, µM (doses to about 57.1 µM), without a hit: top-dose activity change, negative = inhibition, hits mostly inhibitors; 72,000 compounds, 2.2% hits; further: potency means the concentration at half of the fitted maximal effect; on the % scale 0 is the no-effect control and ±100 the full control effect; nearly all actives have a fitted effect of over 40% in size
Target sequence (P08659 whole entry, looked up): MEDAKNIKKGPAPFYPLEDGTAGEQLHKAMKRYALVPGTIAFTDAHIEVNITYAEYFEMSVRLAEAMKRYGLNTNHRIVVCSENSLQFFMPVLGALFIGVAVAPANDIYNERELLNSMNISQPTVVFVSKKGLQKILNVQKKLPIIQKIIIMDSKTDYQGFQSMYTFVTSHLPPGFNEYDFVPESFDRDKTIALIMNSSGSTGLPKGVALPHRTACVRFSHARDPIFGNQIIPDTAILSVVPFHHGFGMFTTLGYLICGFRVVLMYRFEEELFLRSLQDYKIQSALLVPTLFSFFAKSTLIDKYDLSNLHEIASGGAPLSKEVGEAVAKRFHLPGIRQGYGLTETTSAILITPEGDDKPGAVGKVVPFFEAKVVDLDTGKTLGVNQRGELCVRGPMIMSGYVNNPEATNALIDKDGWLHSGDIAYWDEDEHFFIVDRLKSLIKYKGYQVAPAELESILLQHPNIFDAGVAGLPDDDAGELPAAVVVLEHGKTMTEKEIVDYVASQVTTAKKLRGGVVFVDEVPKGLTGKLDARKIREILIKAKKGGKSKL
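qHTS concentration-response profiling: light output of P. pyralis luciferase with luciferin and 10 uM ATP, imidazole buffer pH 7.2. Read by luminescence after 8-min room-temperature incubation.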
HBB splicing: hemoglobin beta splicing modulation | AID 925 | HBB splicing reporter cell assay, activation; EGFP reporter with mutant IVS2-654 intron; response scale: normalised to 500 nM splice-correcting PNA | 65,000 compounds, 0.06% hits | Potency, µM (doses to about 46.1 µM), for inactives: top-dose activation, usual class: activators; further: potency means the concentration at half of the fitted maximal effect; 0% is about no effect
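Compounds were applied for 2 days to HeLa EGFP-654 cells, 500/well in Optimem with 2% FCS. The reporter's EGFP is disrupted by mis-splicing of beta-globin intron IVS2-654. Readout: summed well GFP fluorescence from 488 nm laser scanning; reference was 500 nM antisense […] 654 PNA.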
CRE-bla Fsk: alters forskolin-stimulated CRE reporter signaling in CHO cells. 71,000 compounds, 2.5% hits. CHO CRE-bla reporter (cAMP response element driving beta-lactamase), forskolin EC10, beta-lactamase ratio. Potency, µM (series often up to 38.2 µM), for inactives: at the highest dose activity change, negative = inhibition, usual class: activators; active means well fitted activation curve with a large enough effect in the signal ratio, with a control signal flat, not every such curve was filed as active; inconclusive means small, poorly fitted or top-dose-only effect, or effect the other way, or a change in a side signal; the % refers to the signal ratio; further: potency means the concentration at half of the fitted maximal effect; % of control where 0% means no effect
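qHTS titration format; CRE-bla CHO reporter; stimulus EC10 NKH 477, a water-soluble forskolin. Read: CCF4 460/530 nm ratio. Potency expressed as AC50 for activators or inhibitors.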
Rhodamine fluor: compound autofluorescence in rhodamine spectral region. 59,000 compounds, 0.05% hits. max dye-equivalent concentration, M. Rhodamine-region fluorescence, 547/598 nm, Tris buffer; active compounds read high. AID 594; in the data active means max dye-equivalent concentration above about 11 nM; inconclusive means between about 1.1 nM and that limit
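Compound fluorescence in 100 mM Tris, pH 8.0, read after 15 min at room temperature with 547 nm excitation and 598 nm emission. Output is dye-equivalent concentration from an on-plate rhodamine standard series.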
DNA Pol III inh: DNA polymerase III holoenzyme inhibition | reconstituted DNA polymerase III holoenzyme replication, biochemical | Potency, µM (doses to about 57.1 µM), for the others: top-dose activity change, negative = inhibition | 71,000 compounds, 0.25% hits; further: potency means the concentration at half of the fitted maximal effect; on the % scale 0 is the no-effect control and ±100 the full control effect
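Reconstituted *E. coli* holoenzyme (0.35 nM Pol III, 1 nM beta, 154 nM SSB, 2 nM primase) was preincubated with compound for 15 min at RT. Synthesis on 1.4 nM ssM13Gori ran 35 min, then was stopped with PicoGreen/EDTA and read as dsDNA fluorescence.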
ERK AVP inh: blocks ERK signaling stimulated by vasopressin. HEK293-V1b, vasopressin-stimulated pERK AlphaScreen. Potency, µM (titrated, usually from 57.5 µM), without a hit: at the highest dose activity, negative = inhibition, most hits filed as inhibitors. 72,000 compounds, 0.99% hits. AID 995; further: potency means the concentration at half of the fitted maximal effect; on the % scale 0 is the no-effect control and ±100 the full control effect; nearly all actives have a fitted effect of over 55% in size
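HEK293 cells stably expressing V1b receptor, preincubated 30 min at 37 °C with compound, then stimulated 5 min with 25 nM vasopressin. Phospho-ERK by AlphaScreen SureFire after 5 h RT; normalized to DMSO and vasopressin; AC50 by Hill fit.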
TexasRed autofl: Texas Red region autofluorescence; max dye-equivalent concentration, M; 59,000 compounds, 0.06% hits; AID 587; Compound fluorescence, Texas Red channel, 547/618 nm; active compounds read high; in the data active means max dye-equivalent concentration above about 10 nM; inconclusive means between about 1.1 nM and that limit
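Compound fluorescence was read after 15 min at room temperature in 100 mM Tris, pH 8.0, using 547 nm excitation and 618 nm emission across a concentration series. It was expressed as Texas Red dye-equivalent concentration from an on-plate standard curve.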
Tau fil binding: binders of human tau filaments. 71,000 compounds, 2% hits. recombinant tau filaments, thioflavin S fluorescence, 15 h; filaments grown with octadecylsulfate alongside compound. Potency, µM (top dose mostly 57.1 µM), inactives show at the highest dose activity change, negative = inhibition. P10636;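 further: potency means the concentration at half of the fitted maximal effect; on the % scale 0 is the no-effect control and ±100 the full control effect; actives lower thioflavin S fluorescence by blocking filaments or displacing dye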
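Read-out: ThS fluorescence, 450 nm excitation/510 nm emission; lower signal marks blocked filament formation or displaced dye. Tau at 1 uM with 30 uM ODS, 10 uM ThS, 5 mM DTT, 100 mM NaCl, 10 mM HEPES pH 7.4; 15 h, 37 C.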
* = called active by the depositor; i = inactive; ? = inconclusive; . = not tested or not shown; [ ] = dose if it differs, or a comment. Unless noted, the call rests on the fitted dose curve; in most records, active means well fitted curve in the direction sought with a large enough effect; inconclusive means small, poorly fitted or top-dose-only effect, or another doubt; inactive means no such curve, though single readings can be large; an effect the other way counts as inactive or inconclusive. The list is partial; the hit share may differ from the screen's.

The line under a structure holds: TexasRed autofl | HADH2 inh | Rhodamine fluor | 15-hLO inh | DNA Pol III inh | FLuc inh | HBB splicing | Tau fil binding | ERK AVP inh | CRE-bla Fsk | Hsp90 Hop PPI
> COc1ccccc1C(=O)N(Cc1cccs1)C1CCS(=O)(=O)C1 (stereo not given)
→ i | 7% | i | 0% | -5% | 4% | 5.5%[0.369 µM] | 7% | 40%[activator] | 3% | ?
> C=CCc1cc(C)cc(C)c1OCCn1cncn1
→ i | 7% | i | 18% | -6% | 0% | 3.5% | 3% | -8% | 12% | -1%
> O=C(NCc1ccccn1)Nc1ccc(Cl)c(Cl)c1
→ ? | 6% | i | -8% | 8% | -5% | -0.1% | 2% | 2% | ? | -3%
> O=C(OCCOCCN=C1NS(=O)(=O)c2ccccc21)c1ccncc1
→ i | 8% | i | 6% | -1% | 1% | 0.2%[57.5 µM] | 3% | -19% | 0% | -1%
> CCS(=O)(=O)Nc1ccc(-c2nnc(SCC(=O)c3cccc(OC)c3)o2)cc1
→ i | -14% | i | -3% | 2% | 2% | . | 74% | -16% | -1% | -1%
> CCOc1ccc(C2NC(=O)c3n[nH]c(C)c32)cc1 (stereo not given)
→ . | -1% | . | 0% | -3% | 1% | -0.4% | 13% | -18% | -6% | 0%
> COc1ccc(NS(=O)(=O)c2ccc(C)c(C(=O)O)c2)cc1
→ i | -3% | i | 2% | 4% | 2% | 0.0% | 1% | 1% | -1% | -2%
> COc1cccc(Cn2c(=O)c(-c3ccc(Cl)cc3)nc3cnc(N4CCNCC4)nc32)c1
→ ? | 13% | i | 4% | -9% | -1%[11.4 µM] | -0.7% | 4µM* | -9% | ? | 20%
> COc1ccc(CCN2C(=O)c3ccccc3C2(O)c2ncc[nH]2)cc1OC (stereo not given)
→ . | -4% | . | 9% | -6% | -1% | 1.6% | 8% | -12% | 3% | -1%
> COC(=O)c1[nH]c2cccc(OC)c2c1NC(=O)CCN1CCN(c2ccccc2OC)CC1
→ i | ? | i | -1% | -5% | 2% | -0.8%[1.84 µM] | 6% | ? | -4% | -3%
> Cn1c(/C(C#N)=C(\O)COc2ccc3ccccc3c2)nc2ccccc21
→ i | -11% | i | 11% | -1% | 8% | 0.3%[57.5 µM] | 3% | 22% | -7% | 0%
> O=C(c1ccco1)N1CCN(S(=O)(=O)c2ccc(S(=O)(=O)NC3CCCC3)cc2)CC1
→ i | 12% | i | -16% | -2% | 3% | 2.2% | -4% | 4% | 12% | -2%
> Cc1cc(NCCN2CCOCC2)n2nc(C)c(-c3ccccc3)c2n1
→ i | 2% | i | 4% | -2% | 0% | 2.2%[1.84 µM] | -2% | -2% | ? | 1%
> CC1CCCN(CC(=O)Nc2ccc(S(=O)(=O)NC3CCCCC3)cc2)C1 (stereo not given)
→ ? | -5% | i | -18% | -1% | -30% | 0.5% | -29% | 9% | 8% | -6%
> COc1ccc(C2=NCC(CSc3nccc(=O)[nH]3)S2)cc1 (stereo not given)
→ i | 3% | i | 0% | ? | -10% | -0.6%[57.5 µM] | 6% | ? | 2% | -3%
> CCOC(=O)c1ccccc1NC(=O)Cn1cnc2c(nnn2-c2ccc(C)cc2)c1=O
→ . | 4% | . | 13% | -1% | 2% | -0.4% | 371% | . | 13% | 0%
> Cc1ccc2cc(C#N)c(SCC(=O)NCc3ccco3)nc2c1
→ i | -25% | i | 6% | -4% | -5% | 0.3%[57.5 µM] | -2% | 7% | -3% | 0%
> CCOC(=O)c1ccccc1NC(=O)CN1C(=O)c2ccccc2S1(=O)=O
→ i | 11% | i | -3% | -8% | 2% | -0.7% | -4% | -19% | 0% | -9%
> Cc1cc(Cl)ccc1NC(=O)CSc1nnc(Cc2cccs2)n1Cc1ccco1
→ i | -24% | i | -13% | -5% | 0% | 0.1%[57.5 µM] | 23% | -16% | -26% | -6%
> CCCC1=C(C(=O)OCC)C(c2ccc(N(C)C)cc2)n2ncnc2N1 (stereo not given)
→ i | 23% | i | 9% | 1% | 3% | -0.6%[57.5 µM] | -3% | -18% | ? | -10%
> O=C(O)C1CC=CCC1C(=O)Nc1cc(Cl)ccc1Cl (stereo not given)
→ i | 5% | i | 5% | -3% | -1% | -1.2% | -1% | 0% | -4% | 0%
> COC(=O)c1sccc1NC(=O)Cn1nnc(-c2ccc(C)cc2)n1
→ i | -3% | i | -18% | 0% | 2% | 0.5% | 352% | 2% | 5% | -4%
> CCc1cc(C(=O)OC)c(N2C(=O)C3C4C=CC(C4)C3C2=O)s1 (stereo not given)
→ ? | 11% | i | -7% | -3% | -1% | 1.6% | -6% | -8% | 1% | 0%
> Cc1cccn2c(=O)c(C=NCc3ccccc3)c(NCCO)nc12
→ ? | 77%[activator] | i | -4% | -4% | -1% | -0.2% | 0% | -13% | ? | -2%
> CCOc1ccc(C2c3c(oc4ccccc4c3=O)C(=O)N2c2ccc(C)cn2)cc1OC (stereo not given)
→ . | -5% | . | -1% | -3% | 0% | -0.1% | 4µM* | -7% | 2µM* | -6%
> COc1ccccc1N(CC(=O)N1CCCCC1)S(=O)(=O)c1ccccc1
→ i | 1% | i | -4% | 13% | 1% | -2.0% | -24% | 9% | 1% | -2%
> COC(=O)Cn1ccc(N(C)C)c(C#N)c1=O
→ i | -18% | i | -1% | 0% | -5% | 0.2%[1.84 µM] | 1% | -1% | 12% | -2%
> Cc1cc(C)nc(Nc2ccccc2Br)n1
→ i | -15% | i | -6% | -4% | -4% | -1.0% | 0% | 2% | ? | 6%
> CCOc1cc(C(=O)N(C)Cc2cc3ccccc3[nH]c2=O)cc(OCC)c1OCC
→ ? | 0% | i | -2% | -6% | 1% | -0.8%[57.5 µM] | -2% | -18% | 1% | -6%
> CCCc1[nH]nc2c1C(c1cc(OC)cc(OC)c1)C(C#N)=C(N)O2 (stereo not given)
→ i | 1% | i | -3% | 1% | 0% | 0.1%[57.5 µM] | 26% | 16% | -7% | -1%

With a hit mark in Tau fil binding, of those listed so far:
SMILES,TexasRed autofl,HADH2 inh,Rhodamine fluor,15-hLO inh,DNA Pol III inh,FLuc inh,Tau fil binding,CRE-bla Fsk,Hsp90 Hop PPI
COc1cccc(Cn2c(=O)c(-c3ccc(Cl)cc3)nc3cnc(N4CCNCC4)nc32)c1,?,13%,i,4%,-9%,-1%[11.4 µM],4µM*,?,20%
CCOc1ccc(C2c3c(oc4ccccc4c3=O)C(=O)N2c2ccc(C)cn2)cc1OC (stereo not given),.,-5%,.,-1%,-3%,0%,4µM*,2µM*,-6%

Later entries:
The line under a structure holds: TexasRed autofl | HADH2 inh | Rhodamine fluor | 15-hLO inh | DNA Pol III inh | FLuc inh | HBB splicing | Tau fil binding | ERK AVP inh | CRE-bla Fsk | Hsp90 Hop PPI
> CC(C)OC(=O)CSc1nnc(-c2cnccn2)n1Cc1ccco1
→ i | 3% | i | 5% | -3% | 3% | 2.1% | -12% | -7% | 9% | -5%
> O=C1CCc2cc(S(=O)(=O)N3CCC(C(=O)NC4CCCC4)CC3)ccc2N1
→ . | 10% | . | -2% | -6% | -1% | 0.2% | -6% | -16% | -6% | 1%
> Nc1ncnc2c1CCC2
→ i | 4% | i | 5% | -9% | 3% | -1.3% | 0% | 2% | 5% | -4%
> Cc1cc(C(=O)OCC(=O)Nc2ncc(C(F)(F)F)cc2Cl)c(C)o1
→ i | 3% | i | -4% | -6% | 2% | 0.0% | 10% | -24% | 6% | 0%
> O=C(CSc1nc2cc(S(=O)(=O)N3CCOCC3)ccc2o1)NC1CCCc2ccccc21 (stereo not given)
→ i | 3.2µM* | i | -28% | 2% | -1% | -0.3%[57.5 µM] | -1% | 18% | -2% | -3%
> Cc1cccn2c(=O)c3cc(C#N)c(=O)n(-c4c(C)n(C)n(-c5ccccc5)c4=O)c3nc12
→ i | ? | i | -29% | -7% | 3% | 2.2%[57.5 µM] | 0% | -17% | 1% | -2%
> Cn1c(=O)c2[nH]c(/N=N\N3CCN(CCO)CC3)nc2n(C)c1=O
→ ? | 2%[11.4 µM] | i | -8%[11.4 µM] | -10%[11.4 µM] | 3%[11.4 µM] | 0.2%[9.22 µM] | -8%[11.4 µM] | 4%[11.5 µM] | 0%[7.6 µM] | -4%[11 µM]
> Fc1ccccc1
→ . | 5% | . | 0% | 2% | . | 0.3% | -4% | 7% | 3% | -3%
